hcDAF-12 act = activators of H. contortus DAF-12 nuclear receptor; HEK293 hcDAF-12 lit1-tk-luc reporter, luminescence; 0% DMSO, 100% Δ7-dafachronic acid; activation, % at 6.8 µM; 1.4% of 370,000 active; AID 652067;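 active = activation above the mean of all tested compounds plus 3 SD, cut at about 5.5% in these data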;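 note: 100% = response to 3 µM Δ7-dafachronic acid high control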
proKLK7 act = activates the human kallikrein-7 zymogen; purified proKLK7, EDANS-DABCYL substrate fluorescence; 100% is mature enzyme control, 0% vehicle; activation, % at 7 µM; 0.9% of 370,000 active;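 active = activation above the mean of all tested compounds plus 3 SD, computed per campaign excluding outliers beyond control limits, cut at about 13% in these data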
SMARCA2 act = activators of SMARCA2 function. MG213 cells, MMTV-luciferase reporter, dexamethasone, overnight. activation, % at 9.1 µM. 1% of 370,000 active. AID 652017; in the data active = activation above about 7.8%;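 note: 0% = vehicle wells and 100% = reference activator wells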
hgDAF-12 ag = hgDAF-12 agonism, primary luciferase screen; 1.8% of 370,000 active; AID 687014; HEK293 GAL4-hgDAF12 UAS-luciferase reporter, agonist luminescence; normalized to butyrate control; activation, % at 6.8 µM;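 active = activation above a cutoff set at the mean of all screened compounds plus 3 SD, cut at about 10% in these data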;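 note: 0% = DMSO wells and 100% = sodium butyrate wells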
HGIII-sPLA2 inh = Inhibits HGIII-sPLA2 liposome hydrolysis, primary screen; Q9NZ20; inhibition, % at 12.2 µM; QFRET BODIPY PC-A2 liposome hydrolysis, fluorescence; AID 743126; 0.56% of 370,000 active;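 active = inhibition above mean plus 3 SD of compounds lying within the high and low control bounds, cut at about 19% in these data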;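 note: 0% = median of test compound wells and 100% = no enzyme DMSO wells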
GC-B act = GC-B (human) receptor activation. 0.11% of 370,000 active. HEK293-GC-B cells, CNP EC30, cGMP TR-FRET; 0% at EC30 CNP, 100% saturating CNP. activation, % at 10 µM;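 active = activation at 10 µM reaching about 35% in either raw or pattern-adjusted values, limit read from the data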
Target sequence (P20594 whole entry, looked up): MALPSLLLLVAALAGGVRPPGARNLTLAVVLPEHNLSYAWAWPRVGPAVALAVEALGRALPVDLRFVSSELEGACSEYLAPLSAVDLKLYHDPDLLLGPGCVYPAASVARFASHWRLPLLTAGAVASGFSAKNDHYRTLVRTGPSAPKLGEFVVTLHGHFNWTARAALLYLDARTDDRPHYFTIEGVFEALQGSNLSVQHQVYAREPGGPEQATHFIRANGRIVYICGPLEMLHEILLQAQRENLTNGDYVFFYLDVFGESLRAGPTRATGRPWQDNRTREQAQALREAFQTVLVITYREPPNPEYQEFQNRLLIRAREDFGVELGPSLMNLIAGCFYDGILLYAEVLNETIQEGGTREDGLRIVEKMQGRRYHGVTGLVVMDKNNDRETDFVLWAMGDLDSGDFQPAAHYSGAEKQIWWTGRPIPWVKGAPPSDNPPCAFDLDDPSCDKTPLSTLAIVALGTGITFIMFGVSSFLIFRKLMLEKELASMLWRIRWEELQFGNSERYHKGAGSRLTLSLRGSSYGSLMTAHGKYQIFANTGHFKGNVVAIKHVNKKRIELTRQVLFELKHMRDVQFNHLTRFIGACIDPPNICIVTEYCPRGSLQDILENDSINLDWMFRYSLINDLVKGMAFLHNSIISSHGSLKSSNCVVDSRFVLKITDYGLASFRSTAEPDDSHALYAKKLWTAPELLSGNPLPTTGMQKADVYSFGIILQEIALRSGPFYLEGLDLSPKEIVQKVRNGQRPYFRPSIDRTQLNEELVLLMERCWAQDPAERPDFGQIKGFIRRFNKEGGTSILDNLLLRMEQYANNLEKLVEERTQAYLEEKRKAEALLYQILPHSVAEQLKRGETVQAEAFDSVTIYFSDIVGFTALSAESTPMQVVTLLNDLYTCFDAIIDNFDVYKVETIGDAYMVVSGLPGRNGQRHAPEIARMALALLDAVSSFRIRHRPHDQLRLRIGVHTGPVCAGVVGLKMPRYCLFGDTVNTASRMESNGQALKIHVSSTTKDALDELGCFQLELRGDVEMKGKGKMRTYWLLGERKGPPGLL
FXN GAA850 act = activators of GAA850 frataxin (FXN) promoter; 0.56% of 360,000 active; HEK293 lucGAA850 FXN promoter luciferase reporter, 24 h; percent of 10 µM SAHA response; activation, % at 6 µM;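 active = activation above the average of all compounds screened plus 3 SD, cutoff fixed separately per campaign, cut at about 7.5% in these data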;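 note: 0% = DMSO wells and 100% = 10 µM SAHA wells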
DAX1 inh-1 = inhibitors of human orphan nuclear receptor DAX1 (NR0B1). P51843. HEK293 Gal4-DAX1 luciferase reporter, luminescence. inhibition, % at 6.75 µM. 0.99% of 340,000 active. AID 504766;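 active = inhibition above the mean over all tested compounds plus 3 SD, cut at about 4.2% in these data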;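 note: 0% = DAX1-transfected cells with DMSO and 100% = empty-vector control cells with DMSO; inhibition shows as a rise in luminescence from relieved DAX1 repression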
DAX1 inh-2 = inhibitors of DAX1 repression of SF-1 activated StAR promoter; HEK293T StAR-luciferase reporter, SF-1/DAX-1 repression relief; 1.1% of 370,000 active; inhibition, % at 6.8 µM; AID 652010;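 active = inhibition above the mean over all tested compounds plus 3 SD, cut at about 3.6% in these data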;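 note: 0% = DAX-1 cells with DMSO and 100% = cells lacking DAX-1 with DMSO; higher inhibition means more luminescence from relief of DAX-1 repression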
ssDAF-12 act = activates DAF-12 receptor from parasite S. stercoralis. HEK293 ssDAF-12/GRIP1 lit1-tk-luc reporter, luminescence; % of 3 µM dafachronic acid response. activation, % at 6.8 µM. 1% of 370,000 active;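 active = activation above the mean over all tested compounds plus 3 SD, cut at about 0.9% in these data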;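 note: 0% = DMSO-only wells and 100% = 3 µM delta7-dafachronic acid wells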
NPR1 activator = GC-A (human) enzyme activation | HEK293 GC-A cells, cGMP TR-FRET, EC30 ANP; 0% at EC30 ANP, 100% saturating ANP | P16066 | activation, % at 10 µM | 0.14% of 370,000 active; in the data active = activation above about 40%
* hit, by the source's call; x = not tested or not shown.

SMILES | hcDAF-12 act | proKLK7 act | SMARCA2 act | hgDAF-12 ag | HGIII-sPLA2 inh | GC-B act | FXN GAA850 act | DAX1 inh-1 | DAX1 inh-2 | ssDAF-12 act | NPR1 activator
CNC(=O)CC1C(=O)N(c2ccc(F)cc2)C(=S)N1NC(=O)c1ccc(Br)cc1 (stereo not given) | -0.5 | 0.3 | 1 | 0.3 | -29 | 0 | -1.3 | -0.5 | -0.3 | -1.2 | 4
CC(=O)Nc1ccc(NC(=O)COC(=O)Cc2c[nH]c3ccccc23)cc1 | 1.8 | 0.4 | 0 | 2.6 | -33 | -2 | 0.5 | -0.4 | -2.0 | -0.2 | 3
CCc1ccc(-n2cc(-c3ccc([N+](=O)[O-])cc3)[nH]c2=S)cc1 | 0.5 | -0.3 | 6 | 4.9 | 1 | -6 | 5.1 | -0.1 | 0.8 | -0.5 | -2
COc1ccc(S(=O)(=O)Nc2cccc(Cl)c2)cc1OC | -1.1 | -0.2 | -2 | -1.0 | -14 | -6 | 1.3 | 0.3 | 0.1 | -1.0 | -8
Cc1cc(Cl)ccc1OCC(=O)NN1C(=O)C2C3C=CC(C3)C2C1=O (stereo not given) | -1.6 | -0.9 | -1 | -2.1 | -5 | 0 | 0.8 | 1.3 | -0.5 | -1.3 | 2
CCOC(=O)N1CCN(C(=O)C[C@@H]2C[C@@]3(C(=O)OC)CCCCC=C3N(Cc3ccc(Cl)cc3Cl)C2=O)CC1 | -1.5 | -0.1 | -2 | -1.2 | -19 | -9 | x | x | -1.2 | -1.2 | 1
C(=N\N1CCOCC1)/c1ccsc1 | 0.3 | 0.0 | 0 | 3.1 | -7 | -3 | 0.3 | 0.4 | -0.1 | -0.9 | 8
COc1ccc(C(=O)COC(=O)c2ccc3c(c2)OCO3)c(OC)c1 | 0.6 | 0.2 | 3 | -2.3 | 0 | 8 | 0.7 | 0.0 | -0.8 | -0.3 | -2
CCOC(=O)[C@H]1[C@H]2COc3ccc(Cl)cc3[C@@H]2N2C(=O)c3ccc(Cl)cc3NC(=O)[C@@]12C | 0.0 | 0.8 | 1 | 0.8 | 5 | -4 | 1.9 | 0.5 | -0.3 | -1.0 | -2
O=C(CN1C(=O)S/C(=C/c2ccccn2)C1=O)N1CCOCC1 | -1.1 | 0.6 | -1 | 0.1 | 7 | -1 | 4.4 | 0.5 | 0.5 | -1.0 | 0
CN(C)c1nc2c(c(=O)n(C)c(=O)n2C)n1CC(=O)c1cccs1 | -0.5 | 0.0 | 1 | -1.3 | 3 | 2 | 1.2 | -1.1 | 0.0 | -2.2 | -3
O=C(/C=C/c1ccc(Br)cc1)N1CCN(Cc2ccccc2)CC1 | 1.2 | 0.0 | 3 | 1.4 | -3 | -1 | 1.9 | 1.0 | -0.7 | -1.1 | 2
O=C(N/N=C/c1ccccn1)c1cccc(NC(=O)c2ccc(Cl)cc2)c1 | -2.7 | -0.1 | 0 | 2.0 | -9 | 3 | -0.2 | -2.6 | -0.9 | -1.4 | -4
Cc1cc(S(=O)(=O)c2ccc(Cl)cc2)nc(S(=O)(=O)c2ccc(Cl)cc2)c1C#N | -0.8 | 10 | -5 | -10 | -1 | 25 | -14 | -1.7 | -2.9 | -1.7 | 10
COC(=O)c1ccccc1S(=O)(=O)N1CCC(C(=O)OCc2cccc(OC)c2OC)CC1 | -0.1 | 0.6 | -4 | -0.3 | -1 | 0 | 0.7 | 1.4 | 0.5 | -0.9 | 1
CCCOc1ccc(F)cc1-c1cc(C(=O)Nc2ccccc2)[nH]n1 | -1.8 | 0.7 | 2 | 6.5 | -4 | 4 | -3.8 | x | -2.2 | -1.6 | 3
CCCc1cc(-c2n[nH]c(=S)n2CC)cs1 | 1.0 | 0.0 | -1 | 1.1 | 19 | -6 | 4.2 | 3.8 | -0.7 | -2.1 | 1
CCCN(C)C[C@@H]1Oc2ncc(Br)cc2C(=O)N([C@@H](C)CO)C[C@H]1C | -0.8 | 0.7 | 3 | 5.1 | -2 | -5 | -0.7 | 1.0 | -1.4 | -0.1 | 0
COc1cc(NCCCn2cnc3c(OCc4ccccc4)ncnc32)cc(OC)c1OC | -0.9 | -0.5 | 3 | 0.2 | 10 | -3 | -1.5 | 1.6 | -1.0 | -1.5 | 0
CCOc1ccc2[nH]c(=O)c(CN(CCO)C(=O)c3ccc(Br)cc3)cc2c1 | -1.4 | 0.2 | 0 | -0.2 | -3 | -8 | 3.0 | 0.0 | 0.2 | -0.9 | 12
O=C(Nc1ccc(SC(F)F)cc1)c1ccc2c(=O)n3c(nc2c1)CCC3 | -2.3 | 0.4 | -4 | 2.3 | 5 | -5 | 1.5 | -0.7 | -2.1 | -1.0 | 18
CCC(COC)NCc1cn(-c2ccc(OC)cc2)nc1-c1cccc(F)c1 (stereo not given) | -1.2 | 0.9 | -3 | 2.5 | -6 | -6 | -1.6 | -1.2 | 0.1 | -1.7 | -1
COc1ccc(NC(=O)C2CCN(c3cnccn3)CC2)cc1OC | -1.1 | 0.7 | 0 | -1.2 | 4 | 1 | -0.5 | 0.2 | 0.2 | -0.9 | 0
CC(=O)Nc1ccccc1NC(=O)c1ccccc1 | 0.1 | -0.3 | 0 | 1.8 | -6 | 2 | 1.2 | 0.4 | -0.2 | -1.2 | 5
Cc1ccc(CN2CC(C(=O)Nc3cccc(C)n3)CC2=O)cc1 (stereo not given) | -0.2 | -0.2 | 1 | 1.9 | -2 | 1 | 1.1 | -0.8 | 0.6 | -1.1 | 1

Among those listed so far, these have fluorine:
SMILES | hcDAF-12 act | proKLK7 act | SMARCA2 act | hgDAF-12 ag | HGIII-sPLA2 inh | GC-B act | FXN GAA850 act | DAX1 inh-1 | DAX1 inh-2 | ssDAF-12 act | NPR1 activator
CNC(=O)CC1C(=O)N(c2ccc(F)cc2)C(=S)N1NC(=O)c1ccc(Br)cc1 (stereo not given) | -0.5 | 0.3 | 1 | 0.3 | -29 | 0 | -1.3 | -0.5 | -0.3 | -1.2 | 4
CCCOc1ccc(F)cc1-c1cc(C(=O)Nc2ccccc2)[nH]n1 | -1.8 | 0.7 | 2 | 6.5 | -4 | 4 | -3.8 | x | -2.2 | -1.6 | 3
O=C(Nc1ccc(SC(F)F)cc1)c1ccc2c(=O)n3c(nc2c1)CCC3 | -2.3 | 0.4 | -4 | 2.3 | 5 | -5 | 1.5 | -0.7 | -2.1 | -1.0 | 18
CCC(COC)NCc1cn(-c2ccc(OC)cc2)nc1-c1cccc(F)c1 (stereo not given) | -1.2 | 0.9 | -3 | 2.5 | -6 | -6 | -1.6 | -1.2 | 0.1 | -1.7 | -1

Further results:
SMILES | hcDAF-12 act | proKLK7 act | SMARCA2 act | hgDAF-12 ag | HGIII-sPLA2 inh | GC-B act | FXN GAA850 act | DAX1 inh-1 | DAX1 inh-2 | ssDAF-12 act | NPR1 activator
Cc1ccc(OCc2ccccc2C)c([N+](=O)[O-])n1 | 0.7 | 0.5 | 2 | 2.9 | -3 | 7 | 5.3 | -0.4 | -0.3 | -0.8 | 4
COc1ccc(-c2noc(CCC(=O)N3CCN(c4ccccc4C)CC3)n2)cc1 | -0.3 | 0.2 | -1 | 1.7 | 2 | 3 | 0.0 | 0.5 | -0.4 | -0.9 | 2
Cc1cc(C)n(C(=O)CNC(=O)C2COc3ccccc3O2)n1 (stereo not given) | -2.1 | -0.8 | -2 | 1.5 | -3 | 2 | -1.1 | 0.4 | 1.2 | -1.3 | 2
O=C(CSc1nnc(-c2cccnc2)n1Cc1ccco1)c1ccc(Br)cc1 | 0.0 | 0.6 | -3 | -2.0 | -25 | -8 | 2.8 | -0.7 | 1.2 | -1.7 | -6
Cc1ccc(OCC(=O)NC(=S)Nc2ccc(S(=O)(=O)Nc3cc(C)on3)cc2)c(Br)c1 | -0.9 | 0.1 | 1 | -0.2 | 0 | 4 | 1.7 | 0.1 | -0.6 | -1.4 | 3
COc1cccc(/C=N/NC(=O)N/N=C/c2cccc(OC)c2O)c1O | -0.7 | -2.7 | 0 | -5.5 | -4 | -4 | -4.2 | 0.2 | -0.7 | -1.6 | -2
CCN(CC)S(=O)(=O)c1cccc(-c2nnc(SCc3ncc(-c4ccccc4)o3)n2C)c1 | -0.5 | 0.2 | -2 | -1.8 | 0 | -4 | 0.2 | -1.7 | -1.4 | -1.1 | -7
COc1ccc(-c2cc(C(=O)Nc3cc(Br)ccc3O)no2)cc1 | 2.4 | -0.1 | 4 | 2.7 | 4 | -7 | 0.8 | 0.5 | 0.1 | -1.1 | 2
CN1CCN(c2ccc(NC(=O)c3cc4ccccc4o3)cc2)CC1 | 2.7 | 0.1 | 7 | 9.4 | -2 | 2 | 7.7* | 1.8 | 1.7 | 0.4 | -5
COc1ccccc1NC(=O)CN1C(=O)NC(CC(C)C)C1=O (stereo not given) | 0.1 | -0.3 | 0 | -0.9 | -3 | 0 | 2.4 | 1.3 | 0.1 | -0.4 | -1
CCCCCC[N+](C)(C)CC/C=C1/c2ccccc2Sc2ccc(Cl)cc21 | -1.6 | -0.3 | -5 | 0.3 | 19* | -13 | -0.2 | 0.3 | -0.3 | 0.7 | -15
CC(C)(C)N(Cc1ccccc1)C(=O)COC(=O)c1ccc2ccccc2n1 | -0.3 | 1.0 | 1 | -1.7 | -7 | -3 | 2.0 | 0.4 | -1.3 | -1.3 | -5
COC(=O)N1[C@H](C)C=C[C@]1(Cc1ccccc1)C(=O)O | -0.3 | -0.3 | -2 | 0.8 | 6 | 1 | 2.2 | 0.6 | -0.2 | -0.7 | -4
O=C(Cn1c(=O)n(Cc2ccc(F)cc2)c(=O)c2ccccc21)NCC1CCCO1 (stereo not given) | -2.2 | -0.3 | -1 | 2.1 | -2 | -4 | -1.4 | -0.9 | -0.2 | -0.5 | -2
CC(C(=O)Nc1ccc2nccnc2c1)N1C(=O)C2C3C=CC(C3)C2C1=O (stereo not given) | -1.5 | 0.8 | -1 | -2.8 | 10 | 1 | -0.2 | 0.2 | -2.1 | -0.6 | 4
CC(Oc1ccc(Cl)cc1Cl)/C(N)=N/O (stereo not given) | 0.2 | 0.5 | 1 | -0.2 | -1 | -1 | 1.1 | -0.5 | -0.5 | -1.7 | -2
Cc1cc(NS(=O)(=O)c2ccc(NC(=O)c3ccc([N+](=O)[O-])cc3)cc2)nc(C)n1 | -0.7 | -0.2 | 0 | 3.9 | 2 | -1 | -2.2 | 0.9 | 0.2 | -0.9 | 0
CCOc1ccccc1OC(=O)c1cc2ccccc2oc1=O | -0.3 | 2.7 | 0 | 2.9 | 2 | 2 | 1.6 | 2.5 | 1.0 | 0.1 | -2
O=C(Cc1cccc2ccccc12)NN1C(=O)/C(=C\c2cccnc2)SC1=S | -1.1 | 0.2 | 1 | 4.0 | -5 | -1 | -1.1 | 2.7 | -0.7 | -1.2 | -6
Cc1ccc(C(=O)NCC(=O)Nc2ccc(C)c(S(=O)(=O)Nc3ccc(Cl)cc3)c2)s1 | -0.3 | 0.1 | 2 | -1.1 | -53 | -1 | 0.7 | -0.4 | -0.1 | -0.6 | -6

Structures listed so far printed as active in HGIII-sPLA2 inh.
SMILES | hcDAF-12 act | proKLK7 act | SMARCA2 act | HGIII-sPLA2 inh | GC-B act | DAX1 inh-1 | DAX1 inh-2 | ssDAF-12 act | NPR1 activator
CCCCCC[N+](C)(C)CC/C=C1/c2ccccc2Sc2ccc(Cl)cc21 | -1.6 | -0.3 | -5 | 19* | -13 | 0.3 | -0.3 | 0.7 | -15

High-throughput results: PubChem BioAssay, several laboratories
